# Neddylation inh: cullin neddylation inhibition | P61081+Q13564 | TR-FRET cullin neddylation, biochemical | calls only at 25 µM | 0.58% of 360,000 active | AID 651699; in the data active = inhibition above about 36%
# SKN-1 inh: inhibitors of C. elegans SKN-1. C. elegans VP596 Pgst-4::GFP/RFP ratio, acrylamide-induced, 24 h. inhibition, % at 21.8 µM. 0.49% of 360,000 active. AID 624304;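 active = interference check ratio from 0.5 to 1.5 plus GFP to RFP signal ratio inhibition reaching or exceeding a fixed threshold, cut at about 30% in these data, passing the limit was not always enough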; note: some compounds called inactive have numbers as strong as hits
# MT1-MMP act inh: inhibitors of human MT1-MMP activation; P50281; AID 651647; 0.061% of 360,000 active; GFP/RFP ratio change, % at 20 µM; HT1080 RFP-PRO-GFP cells, GFP/RFP ratio fluorescence, overnight; percent of plate control window, DMSO zero;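 active = GFP/RFP ratio change of at least 30% with cell ATP level not reduced by more than half and red fluorescence within 50% of control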; note: strong numbers were not always called active
#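 Assay system: HT1080 cells carrying an RFP-PRO-GFP reporter | Dosing: Single dose of 20 µM compound, 1% DMSO final | Incubation: Cells overnight before dosing, compound overnight, 37 °C, 5% CO2 | Evaluation: GFP/RFP fluorescence ratio | Control set: DMSO and RFP-L50D-GFP cell wells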
# FAS-TE inh: blocks the thioesterase domain of human fatty acid synthase. P49327. recombinant FAS-TE, OMFH fluorogenic substrate, fluorescence endpoint. inhibition, % at 15 µM. 0.67% of 360,000 active;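 active = compounds whose normalised, plate-corrected inhibition of enzyme fluorescence in the single-dose primary screen is 50% or more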;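 note: 0% = DMSO with enzyme and 100% = substrate without enzyme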
# Rpn11 block: Rpn11 (human) deubiquitinase inhibition; calls only at 20 µM; human 26S proteasome, Ub4-pepOG fluorescence polarization; 20S core pre-blocked with epoxomicin; AID 588493; O00487; 0.59% of 360,000 active;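 active = inhibition at 20 µM, scaled to each plate's controls, above about 33%, limit read from the data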
# MLLE-PAM2 inh: inhibitors of microRNA-mediated deadenylation, human PABP1 MLLE binding; GST-MLLE / FITC-PAM2 fluorescence polarization; AID 588489; inhibition, % at 20 µM; P11940; 0.36% of 360,000 active; in the data active = inhibition above about 35%, passing the limit was not always enough;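 note: plate controls were DMSO wells with GST-MLLE for no effect and wells lacking GST-MLLE protein for full effect; some results filed as inactive read as strong as hits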
# Target sequence (P11940 whole entry, looked up): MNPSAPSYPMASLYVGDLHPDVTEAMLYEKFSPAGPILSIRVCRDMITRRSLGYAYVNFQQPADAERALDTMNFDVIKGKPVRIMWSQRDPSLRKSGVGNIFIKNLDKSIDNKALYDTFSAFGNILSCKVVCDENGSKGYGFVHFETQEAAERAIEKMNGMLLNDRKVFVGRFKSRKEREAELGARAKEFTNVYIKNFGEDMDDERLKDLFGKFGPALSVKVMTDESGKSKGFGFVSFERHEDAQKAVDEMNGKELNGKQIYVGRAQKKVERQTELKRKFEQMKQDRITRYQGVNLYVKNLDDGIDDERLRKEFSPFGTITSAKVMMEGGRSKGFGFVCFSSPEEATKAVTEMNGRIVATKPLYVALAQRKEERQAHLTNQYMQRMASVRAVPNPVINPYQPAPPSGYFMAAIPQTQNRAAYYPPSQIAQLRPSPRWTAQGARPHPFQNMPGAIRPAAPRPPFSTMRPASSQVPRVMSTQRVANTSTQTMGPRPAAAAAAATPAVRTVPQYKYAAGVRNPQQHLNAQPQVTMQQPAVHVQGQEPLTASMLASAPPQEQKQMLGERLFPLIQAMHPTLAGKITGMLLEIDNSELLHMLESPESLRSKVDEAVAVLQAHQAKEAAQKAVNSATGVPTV
# Rin1-Abl PPI inh: human Rin1-Abl interaction inhibition; 0.4% of 360,000 active; P00519+Q13671; inhibition, % at 7.35 µM; TR-FRET Rin1/Abl binding, biochemical; in the data active = inhibition above about 5%, passing the limit was not always enough
# CSN deneddyl inh: inhibitors of human CSN-mediated cullin deneddylation | Q92905 | Purified CSN, SCF-Nedd8-OG deneddylation, fluorescence polarization | inhibition, % at 12.5 µM | 0.38% of 360,000 active | AID 651999;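 active = pattern-corrected inhibition above about 35%, with an unprinted fluorescence ratio check between 0.5 and 1.5, limit read from the data, passing the limit was not always enough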;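 note: 0% = enzyme with substrate and 100% = substrate without enzyme; some results filed as inactive read as strong as hits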
# Target sequence (Q92905 whole entry, looked up, one chain of several): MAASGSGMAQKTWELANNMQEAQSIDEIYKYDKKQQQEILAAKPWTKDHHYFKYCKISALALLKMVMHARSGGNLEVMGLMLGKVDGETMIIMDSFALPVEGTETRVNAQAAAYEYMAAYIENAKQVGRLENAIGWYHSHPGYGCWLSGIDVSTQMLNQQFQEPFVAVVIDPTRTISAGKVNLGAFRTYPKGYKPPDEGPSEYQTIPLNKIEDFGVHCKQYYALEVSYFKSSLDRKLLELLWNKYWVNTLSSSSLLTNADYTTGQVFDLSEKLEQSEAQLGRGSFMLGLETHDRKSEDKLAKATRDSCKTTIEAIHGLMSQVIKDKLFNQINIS
#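 Schedule: reaction 90 min, room temperature / Assay system: HEK293T-derived human Csn5 enzyme / Input: Csn5 at 0.24 nM final / Measure: inhibition of Csn5 cleavage, % / Control set: substrate-only high control, full reaction low control / Technique: fluorescence polarization of the substrate / Buffer or medium: Tris/NaCl/DTT buffer, pH 7.5 / Reagent: SCFSkp2-Nedd8OG substrate at 10 nM final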
# NadD inh: blocks S. aureus nicotinate mononucleotide adenylyltransferase. purified NadD enzyme, colorimetric absorbance read-out. inhibition, % at 20 µM. 0.78% of 360,000 active. AID 602399; in the data active = inhibition above about 26%; note: some compounds past the cut are filed as inactive
# * marks the source's active call; other numbers are inactive results; i = inactive; nt = no result given; + = active, no number; & = joins results of further samples; ! = repeats disagree.
SMILES,Neddylation inh,SKN-1 inh,MT1-MMP act inh,FAS-TE inh,Rpn11 block,MLLE-PAM2 inh,Rin1-Abl PPI inh,CSN deneddyl inh,NadD inh
Cc1cc(C)c2c(N)c(C(=O)c3ccc(Br)cc3)oc2n1,i,-1,5,37,i,6,-5,-2,-8
COCC(C)n1c(C)cc(C(=O)Cn2nc(C(=O)O)c3ccccc3c2=O)c1C (stereo not given),i,3,1,2,i,-5,-7,2,0
Cc1nc(N2CCCCC2)sc1C(=O)c1cccc([N+](=O)[O-])c1,i,-2,3,-158,i,-5,-2,0,-4
COc1ccc(C(O)c2nc3ccccc3n2C)cc1OC (stereo not given),i,6,4,-7,i,2,-1,-3,-2
COc1ccc(OC)c(-c2cc(C(=O)Nc3c(C)nn(Cc4ccccc4)c3C)no2)c1,i,-1,-12,27,i,2,0,-4,-1
O=C(Nc1nc2c(s1)CCCC2)c1ccc(Br)s1,i,31,-24,10,i,-5,3,1,-2
COc1ccc(O)c(/C=N/N=C2/C(=O)Nc3ccccc32)c1,i,-2,-1,-2,i,15,-2,-6,1
O=C(CSc1nc2ccc(NC(=O)CSc3nnnn3Cc3ccccc3)cc2s1)Nc1ccccc1,i,0,8,1,i,-14,7,2,19
COc1cccc(-c2nn(C)c3sc(C(=O)NCc4ccco4)cc23)c1,i,-29,3,6,i,-8,0,-3,-8
CN1CCC(N(C)C(=O)c2cccc(S(=O)(=O)N3CCOCC3)c2)CC1,i,11,0,-5,i,20,0,-3,3
O=c1c[n+]([O-])c2ccccc2n1OCc1c(F)cccc1F,+,12,-49,-6,i,-17,-2,9,0
N/C(Cc1ccc([N+](=O)[O-])cc1)=N\OC(=O)COc1cccc2ccccc12,i,9,-11,30,i,-7,0,1,-6

# A run of entries taken from the entries so far, as a working copy:
SMILES,Neddylation inh,SKN-1 inh,MT1-MMP act inh,FAS-TE inh,Rpn11 block,MLLE-PAM2 inh,Rin1-Abl PPI inh,CSN deneddyl inh,NadD inh
Cc1cc(C)c2c(N)c(C(=O)c3ccc(Br)cc3)oc2n1,i,-1,5,37,i,6,-5,-2,-8
COCC(C)n1c(C)cc(C(=O)Cn2nc(C(=O)O)c3ccccc3c2=O)c1C (stereo not given),i,3,1,2,i,-5,-7,2,0
Cc1nc(N2CCCCC2)sc1C(=O)c1cccc([N+](=O)[O-])c1,i,-2,3,-158,i,-5,-2,0,-4
COc1ccc(C(O)c2nc3ccccc3n2C)cc1OC (stereo not given),i,6,4,-7,i,2,-1,-3,-2
COc1ccc(OC)c(-c2cc(C(=O)Nc3c(C)nn(Cc4ccccc4)c3C)no2)c1,i,-1,-12,27,i,2,0,-4,-1
O=C(Nc1nc2c(s1)CCCC2)c1ccc(Br)s1,i,31,-24,10,i,-5,3,1,-2
COc1ccc(O)c(/C=N/N=C2/C(=O)Nc3ccccc32)c1,i,-2,-1,-2,i,15,-2,-6,1
O=C(CSc1nc2ccc(NC(=O)CSc3nnnn3Cc3ccccc3)cc2s1)Nc1ccccc1,i,0,8,1,i,-14,7,2,19
COc1cccc(-c2nn(C)c3sc(C(=O)NCc4ccco4)cc23)c1,i,-29,3,6,i,-8,0,-3,-8
CN1CCC(N(C)C(=O)c2cccc(S(=O)(=O)N3CCOCC3)c2)CC1,i,11,0,-5,i,20,0,-3,3
O=c1c[n+]([O-])c2ccccc2n1OCc1c(F)cccc1F,+,12,-49,-6,i,-17,-2,9,0

# Next section
SMILES,Neddylation inh,SKN-1 inh,MT1-MMP act inh,FAS-TE inh,Rpn11 block,MLLE-PAM2 inh,Rin1-Abl PPI inh,CSN deneddyl inh,NadD inh
O=C(O)c1ccccc1C(=O)c1cccc2c(F)cccc12,i,15,0,-5,i,-4,-2,-1,-3
O=C1N[C@@H](c2ccccc2)COC(=O)[C@H](Cc2ccc(F)cc2)CC/C=C/C[C@H]1CC(=O)N(CCO)Cc1ccccc1,i,1,-8,11,i,-4,-2,-1,-3
COC(=O)C1=C(C)N(CC2CC2)C(=NCCN2CCOCC2)N[C@H]1c1ccccc1,i,8,-9,-13,i,-120,-1,-5,0
CC(C)(C)c1ccc(C(=O)N2CCC2(C)C(=O)Nc2cnc3ccccc3c2)cc1 (stereo not given),i,-2,5,17,i,-1,3,0,-2
COc1cc(/C=C2/C(=O)NN(c3ccc(C)c(Cl)c3)C2=O)cc([N+](=O)[O-])c1O,i,0,0,0,i,-55,-1,15,7
CC(Nc1ccc(Cl)cc1)C(=O)NN (stereo not given),i,-12,2,-8,i,-12,-1,-2,-7
CCN1CCN(Cc2ccc(NC(=O)c3ccc(C)c(NC(=O)c4c[nH]c5cc(C(F)(F)F)ccc5c4=O)c3)cc2C(F)(F)F)CC1,i,10&3,-15&2,-30&-10,i,9&8,-3&3,78*!,36*
CC(=O)CC1(O)C(=O)N(CN2CCN(c3ccccc3)CC2)c2ccccc21 (stereo not given),i,4,-1,-5,i,-7,-4,3,2
CCOC(=O)CC1C(=O)NCCN1S(=O)(=O)c1ccccc1Cl (stereo not given),i,5,0,-7,i,-3,1,-4,-5
CNc1ccc(Br)cc(C(=O)/C=C/c2ccc3c(c2)OCO3)c1=O,i,2,-2,0,i,-23,3,44*,40*
O=C(CN1C(=O)NC2(CCCCCC2)C1=O)N1CCN(S(=O)(=O)c2ccc(Cl)cc2)CC1,i,2,1,-5,i,-25,4,-1,12
CN(c1ccccc1)C(c1ccc(F)cc1)c1nnnn1CC1CCCO1 (stereo not given),i,2,-8,6,i,-2,0,0,-6
Cc1cc(C)c(C(=O)/C=C/C=C/c2ccccc2)c(=O)[nH]1,i,-2,-6,-16,i,15,0,-15,3
Cc1noc(C)c1CSc1nnc2n(-c3ccccc3)c(=O)c3ccccc3n12,i,-16,-1,3,i,-4,0,3,-7
CCc1ccc(-c2nc(CN3CCCC(C(=O)O)C3)c(C)o2)cc1 (stereo not given),i,-18,5,-8,i,7,3,-5,1
CC1=C(C(=O)N(C)C)CC(CC(=O)NCCCCc2ccccc2)C(=O)N1Cc1ccccc1 (stereo not given),i,4,0,-4,i,-3,-5,1,11
CCCCn1nnnc1SCC(=O)N1CCN(C(=O)c2ccco2)CC1,i,-3,2,-6,i,4,-4,1,-1
O=C(c1cccc(Cl)c1)N1CCC(N2CCC(C(=O)N3CCOCC3)CC2)CC1,i,12,0,0,i,-14,0,-15,3
CC(=NNS(=O)(=O)c1cccc([N+](=O)[O-])c1)c1ccc(-n2ccnc2)cc1,i,2,4,-3,i,29,3,-2,2
Cc1ccccc1-c1cccc([C@@H]2C[C@H]3[C@H](CON3C)CN2C)c1,i,-4,4,-4,i,1,-1,0,7
CCc1nonc1NC(=O)c1oc2ccc(C)cc2c1C,i,-6,1,-6,i,-12,-1,0,-5
CCN(CC)S(=O)(=O)c1cccc(N2CC(O)=C(c3ccccc3)C2=N)c1,i,-3,-4,-9,i,-1,-2,0,-4
CCCCCCCCCC(=O)NNC(=O)c1c(O)c2ccccc2n(CCC)c1=O,i,-4,-8,7,i,3,3,-11,38*
CC(C(=O)NCCc1ccc(Cl)cc1)n1c(=O)c2cccn2c2cccnc21 (stereo not given),i,8,1,5,i,5,3,-1,-3
COc1ccc(-n2nc(C(=O)NCC(=O)NC(C)C)c3ccccc3c2=O)c(OC)c1,i,13,-2,-4,i,5,1,1,-8
CCN(CC)CC(=O)Nc1ccc2c(c1)N(C(=O)CN(CC)CC)c1ccccc1CC2,i,10,-3,-4,i,-4,3,-2,-5
O=C(NC1CCCCCC1)C1c2ccccc2C(=O)N1Cc1ccco1 (stereo not given),i,3,-4,0,i,-1,0,0,-4
Cn1c(=O)c2c(nc(NCCO)n2C)n(C)c1=O,i,-5,0,-6,i,1,-1,-5,-4
C#CC[N+]1(CC#Cc2cccc(C)c2)CCCCC1,i,9,1,-6,i,16,0,2,-1
Cc1cn([C@H]2C[C@H](O)[C@@H](/C=C/C(=O)NCC(c3ccccc3)c3ccccc3)O2)c(=O)[nH]c1=O,i,22,2,-5,i,11,0,12,0
CC(C)Nc1nc(-c2ccccn2)nc(-c2ccccc2)c1C#N,i,12,-1,-3,i,3,3,-7,1
COc1nc(Nc2ccc(-c3nc4ccccc4o3)cc2)nc(N2CCOCC2)n1,nt,18,5,12,i,1,-2,2,0
Cc1ccc(C(=O)COC(=O)CNC(=O)c2ccc(Br)o2)cc1[N+](=O)[O-],i,7,3,-1,i,-1,0,5,-7
CCN(CC)S(=O)(=O)c1ccc(C)c(NC(=O)CNCc2ccccc2OC)c1,i,19,1,-1,i,-16,5,-1,-5
Cn1c(CN2CCN(CCO)CC2)c(C#N)c2ccccc21,i,0,3,-5,i,-1,1,-1,-10
COCc1cc(C)nc(SCC(=O)Nc2cc(C(F)(F)F)ccc2N2CCOCC2)c1C#N,i,-12,0,35,i,-12,2,-4,-6
FC(F)(F)c1cccc(OCCN2CCN(Cc3ccccc3)CC2)c1,i,1,1,6,i,8,-2,-4,-8
Cc1cccc(C)c1NC(=O)CCS(=O)(=O)c1cccc2nsnc12,i,9,-12,3,i,17,-1,-1,-1
Cn1c(=O)c(=O)n(C)c2cc(S(=O)(=O)N3CCc4ccccc43)ccc21,i,47,-3,16,i,-37,-3,12,7
Cc1cc(C)n(-c2cccc(F)n2)n1,i,3,2,-3,i,-11,2,0,-3
O=C(c1cccc(Oc2ccccc2)c1)N1CCOCC1,i,3,4,-3,i,-2,2,0,3
COc1ccc(C(=O)Nc2ccc(NC(=O)c3ccco3)c(Cl)c2)cc1OC,i,17,-1,-3,i,-4,-1,4,-3
C=CCOc1ccccc1C(=O)/C=C1/C(=O)Nc2ccccc21,i,-4,-1,-4,i,5,3,0,-9
Nc1nonc1N/N=C/c1c(O)ccc2ccccc12,i,2,4,13,i,2,5,-7,-7
COc1ccc(Nc2nc(N)c([N+](=O)[O-])c(NC3CCCCC3)n2)cc1,i,10,-7,29,i,-13,-1,0,3
C=CCNC(=O)c1ccccc1NS(=O)(=O)c1ccc(OC)c(C(=O)N2CCOCC2)c1,i,8,-2,-6,i,-7,2,0,4
Cc1cc(CNC(=O)c2ccc(C)c([N+](=O)[O-])c2)c2ccccc2n1,i,3,6,4,i,16,-4,0,-1
CN(C)CCC(O)c1ccccc1 (stereo not given),i,-10,0,-7,i,-4,1,-1,2
CCn1c(SCc2nc3ccccc3s2)nnc1-c1ccccc1,i,10,-5,2,i,1,2,4,3
CCc1ccc(CC2(O)CC(C)N(C)CC2C)cc1 (stereo not given),i,-2,2,-8,i,11,0,-1,11

# High-throughput results from PubChem.

# Rows are unselected, and some 3.9% of all compounds hit somewhere here.
